ATXN2 expr inh: Primary qHTS for Inhibitors of ATXN expression | HEK-293 ATXN2-luciferase reporter, luminescence, 24 h | Potency, µM (titrated, usually from 57 µM), inactives show at the highest dose activity change, negative = inhibition, usual class: inhibitors | AID 1745845, 2022 | hit rate 0.72% among 360,000; further: potency means the concentration at half of the fitted maximal effect; on the % scale 0 is the no-effect control and ±100 the full control effect; nearly all actives have a fitted effect of over 55% in size
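qHTS (up to 57 uM final) was run with 24 h compound exposure of reporter cells at 37 °C. Each well was multiplexed: SteadyGlo luminescence measured ATXN2-luciferase expression after a fluorogenic Gly-Phe-AFC viability readout (25 uM final).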
Nrf2 ARE act: qHTS of Nrf2 Activators | AREc32 ARE-luciferase reporter (MCF7-derived line), luminescence, 24 h | Potency, µM (series often up to 46.1 µM), for the others: top-dose activation, usual class: activators | hit rate 0.31% among 410,000; further: potency means the concentration at half of the fitted maximal effect; % of control where 0% means no effect; nearly all actives have a fitted effect of over 65% in size
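Cells of the AREc32 ARE-luciferase line are plated in OPTI-MEM containing 5% FBS and left overnight at 37 deg C. Compounds are pinned in, incubation continues 24 hr, and firefly luciferase signal is then measured.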
IL2 activator: qHTS of IL-2 Activators | IL-2 activation reporter assay, cell-based qHTS; stimulated with anti-CD3/CD4/CD28 beads; in transgenic mouse T cells | activation, % (series mostly up to about 46 µM) | hit rate 0.065% among 360,000; in the data active means activation above about 50%; inconclusive means mostly about 30% to 49%; further: 0% is about no effect
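Unstimulated transgenic mouse T cells preincubated 60 min with compound, then stimulated with anti-CD3/anti-CD4-coated beads plus anti-CD28 for 18 h at 37 degrees C. IL-2 response read as EGFP and DsRed fluorescence by plate cytometry.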
HepG2 viability: qHTS for Inhibitors of TGF-b: Cytotox Counterscreen; HepG2 CAGA-GFP viability, ATP luminescence, 18 h; AID 588856, 2011; hit rate 0.76% among 410,000; Potency, µM (titrated, usually from 46.1 µM), for the others: at the highest dose activity change, negative = cytotoxicity, usual class: cytotoxic; further: potency means the concentration at half of the fitted maximal effect; some results filed as inactive show a strong effect at the top dose
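CellTiter-Glo luminescence gave cytotoxicity after 18 hours at 37 degrees C. The cells were HepG2 CAGA-GFP in 1% FBS DMEM, stimulated with 500 pg/mL TGF-beta after compound addition. %Activity was normalised to no-cell wells (complete cell-killing) and DMSO (no toxicity), and curves were fitted and classified.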
Nrf2 block: Nrf2 qHTS screen for inhibitors; hit rate 2.1% among 360,000; Potency, µM (top dose mostly 46 µM), inactives show top-dose activity change, negative = inhibition, usual class: inhibitors; A549 ARE-Fluc reporter, luciferase luminescence, 18-24 h; further: potency means the concentration at half of the fitted maximal effect; on the % scale 0 is the no-effect control and ±100 the full control effect; nearly all actives have a fitted effect of over 60% in size
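Nrf2 function is reported as luminescence of an ARE-controlled luciferase in A549 cells. Compounds were tested at several concentrations, and a CellTiter-Fluor read on the same wells flagged cytotoxicity.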
TGFb inhibitor: qHTS for Inhibitors of TGF-b; hit rate 1.2% among 410,000; HepG2 CAGA-GFP TGF-b/SMAD3 reporter, GFP fluorescence, 18 h; TGF-beta stimulated, 500 pg/mL final; Potency, µM (series often up to 46.1 µM), for the others: top-dose activity, negative = inhibition, usual class: inhibitors; further: potency means the concentration at half of the fitted maximal effect; on the % scale 0 is the no-effect control and ±100 the full control effect; nearly all actives have a fitted effect of over 65% in size
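HEPG2 CAGA-GFP, 1000 cells/well; 2 h settle, 37 C; cpd via pin tool; TGF-b 500 pg/mL final; 18 h, 37 C; GFP imaging ex488/em500-530; %Activity normalised to -TGF-b and +DMSO controls; CRC fit, curve class.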
A549 viability: Nrf2 qHTS screen for inhibitors: counterscreen for cytotoxicity. A549 ARE-Fluc cells, CellTiter-Fluor viability, 18-24 h. Potency, µM (doses to about 46 µM), without a hit: top-dose activity change, negative = cytotoxicity, actives largely listed as inhibitors. hit rate 0.16% among 390,000; further: potency means the concentration at half of the fitted maximal effect; on the % scale 0 is the no-effect control and ±100 the full control effect
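A549 ARE_Fluc cells in 5% FBS OPTI-MEM were exposed to compounds in concentration-response for 18-24 h at 37 deg C. Viability was read by CellTiter-Fluor fluorescence (Ex 405/Em 525) after 30 min, before the luciferase read.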
EPAC2 ag: qHTS for Agonist of cAMP-regulated guanine nucleotide exchange factor 4 (EPAC2): primary screen. Rap guanine nucleotide exchange factor 4 (Homo sapiens), Q8WZA2. EPAC2 activation, biochemical qHTS; response scale: 100% = 6.5 mM cAMP response. Potency, µM (top dose mostly 154 µM), for inactives: at the highest dose activation, most hits filed as activators. hit rate 0.079% among 360,000. AID 720711, 2013; further: potency means the concentration at half of the fitted maximal effect; nearly all actives have a fitted effect of over 50% in size
Target sequence (Q8WZA2 whole entry, looked up): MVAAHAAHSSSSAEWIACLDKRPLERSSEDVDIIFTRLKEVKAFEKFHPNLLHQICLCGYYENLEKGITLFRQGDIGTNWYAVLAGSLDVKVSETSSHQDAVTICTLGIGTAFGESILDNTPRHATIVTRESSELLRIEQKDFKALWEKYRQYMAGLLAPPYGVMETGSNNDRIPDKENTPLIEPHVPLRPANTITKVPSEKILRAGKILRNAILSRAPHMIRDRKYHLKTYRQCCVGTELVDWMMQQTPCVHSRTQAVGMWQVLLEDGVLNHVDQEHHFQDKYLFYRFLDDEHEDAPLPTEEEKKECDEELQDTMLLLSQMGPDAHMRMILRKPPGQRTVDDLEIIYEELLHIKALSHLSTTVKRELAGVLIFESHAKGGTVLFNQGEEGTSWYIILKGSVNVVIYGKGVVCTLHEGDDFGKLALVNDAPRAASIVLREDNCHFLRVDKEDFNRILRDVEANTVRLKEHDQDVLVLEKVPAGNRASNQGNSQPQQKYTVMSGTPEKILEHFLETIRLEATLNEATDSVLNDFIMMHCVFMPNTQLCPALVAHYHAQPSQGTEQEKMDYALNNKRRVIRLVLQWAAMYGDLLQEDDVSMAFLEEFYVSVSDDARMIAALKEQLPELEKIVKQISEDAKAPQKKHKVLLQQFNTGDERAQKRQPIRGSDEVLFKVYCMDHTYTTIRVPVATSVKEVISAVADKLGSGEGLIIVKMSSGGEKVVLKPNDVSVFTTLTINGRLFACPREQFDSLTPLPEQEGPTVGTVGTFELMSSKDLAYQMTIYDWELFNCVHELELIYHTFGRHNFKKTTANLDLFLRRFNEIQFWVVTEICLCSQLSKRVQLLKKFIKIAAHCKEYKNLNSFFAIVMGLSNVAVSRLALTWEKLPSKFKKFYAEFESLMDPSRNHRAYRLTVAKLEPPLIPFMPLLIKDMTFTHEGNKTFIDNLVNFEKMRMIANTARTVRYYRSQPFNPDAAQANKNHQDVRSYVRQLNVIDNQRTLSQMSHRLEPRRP
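Each well held 100 nM EPAC2, 250 nM RAP1B-BODIPY-GDP and 50 uM GDP. Fluorescence, read at 5-min intervals to 30 min, was referenced to a 6.5 mM cAMP positive control.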
S2 tox: Viability Counterscreen for Primary qHTS for Inhibitors of ATXN expression. S2 cells (HEK-293 line with an ATXN2-luciferase reporter) viability, CellTiter-Fluor protease fluorescence, 24 h. Potency, µM (doses to about 56.7 µM), usual class: cytotoxic. hit rate 0.49% among 400,000. AID 651635, 2014; further: potency means the concentration at half of the fitted maximal effect; nearly all actives have a fitted effect of over 40% in size
* = called active by the depositor; i = inactive; ? = inconclusive; · = no result given; & = joins results of further samples; [ ] = another dose, or the depositor's remark. Unless noted, the call rests on the fitted dose curve; in most records, active means well fitted curve in the direction sought with a large enough effect; inconclusive means small, poorly fitted or top-dose-only effect, or another doubt; inactive means no such curve, though single readings can be large; an effect the other way counts as inactive or inconclusive.

SMILES	ATXN2 expr inh	Nrf2 ARE act	IL2 activator	HepG2 viability	Nrf2 block	TGFb inhibitor	A549 viability	EPAC2 ag	S2 tox
Cc1cc(OCC(=O)NCCCN2CCOCC2)c2c(C)c(C)c(=O)oc2c1	-9%	-1.1%	-2.9	0%	-22%	13%	-9%	4%	?
CCOC(=O)C1CCCN(S(=O)(=O)c2cc(-c3cc(C)no3)ccc2C)C1 (centres undefined)	·	-0.1%	·	-26%	?	0%	-3%	·	·
CC1Cn2c(nnc2-c2ccc(F)cc2)S1 (centres undefined)	4%	-1.7%	1.2	4%	-10%	6%	-6%	8%	i
COc1ccc(C(=O)CC(=O)C(=O)Nc2c(C)cccc2C)cc1	·	3.4%	-0.3	-5%	0%	-19%	1%	2%	i
Cc1cccc(NC(=O)CN(C)S(=O)(=O)c2ccc(Br)cc2)n1	-11%	-0.5%	0.9	2%	15%	-7%	4%[1.84 µM]	5%	i
Cc1occc1-c1nnc(SCC(=O)N2CCN(c3ccccc3)CC2)n1C	-16%	0.1%	0.4	-1%	-16%	-6%	-9%	-4%	i
COCCNC(=O)C(c1ccc(F)cc1)N(C(=O)CCC(=O)Nc1nccs1)c1cccc(C)c1 (centres undefined)	-17%	0.1%	1.4	3%	-20%	1%	-1%	18%	i
CC(=O)Nc1ccccc1Nc1nc(NCCO)nc(N2CCCC2)n1	8%	0.6%	0.9	-5%	13%	2%	-2%	1%	i
COc1ccccc1CN1CCN(C(=O)c2ccco2)CC1	-18%	-0.7%	-0.8	19%	-4%	-13%	2%	12%	i
O=C(NNS(=O)(=O)c1ccccc1)c1csc(-c2cccnc2)n1	11%	-0.5%	0.1	-3%	-10%	4%	-7%	10%	i
Cn1c(=O)c2[nH]c(CCCC(=O)O)nc2n(Cc2ccccc2)c1=S	4%	-0.4%	0.3	5%	-2%	-2%	-1%	3%	i
COc1ccc(OC)c(S(=O)(=O)Nc2cc3c4c(c2)CCN4C(=O)CC3)c1	4%	5.3%	-5.0	-13%	-11%	9%	2%	3%	i
CCN1C(=O)C(Cc2nc3ccccc3c(=O)n2-c2ccccc2)c2ccccc21 (centres undefined)	5%	2.7%	-3.6	-12%	-13%	-2%	-14%	5%	i
CCSc1nnc(CNC(=O)C23CC4CC(CC(C4)C2)C3)n1Cc1ccccc1	0%	0.5%	2.2	-10%	5%	-38%	9%	7%	i
CC1(C(=O)NS(=O)(=O)c2ccccc2Cl)CCN1C(=O)CCc1cccs1 (centres undefined)	10%	-1.1%	-0.2	15%	·	11%	·	6%	i
O=C(c1ccco1)N1CCN(C(=O)C2CC(=O)N(c3ccc(Cl)cc3)C2)CC1 (centres undefined)	-2%	0.1%	0.3	-17%	6%	3%	12%	7%	i
COc1ccc(CC(=O)NNC(=O)c2cccs2)cc1OC	-5%	0.3%	-3.9	10%	-1%	?	11%	6%	i
Cc1ccc(NC(=O)Nc2ccc3c(c2)OCO3)c(OC(F)F)c1	59%[activator]	3.9%	-0.7	-19%	?	1%	4%	13%	?
Cc1ccccc1OCC(=O)NC(=S)Nc1ccc(Br)c(C)n1	4%	-0.2%	-2.1	-1%	-7%	22%	-4%	12%	i
O=C(COc1ccc(F)cc1Br)NCC1(N2CCOCC2)CCCCC1	-21%	-0.3%	-0.4	-21%	-24%	?	1%	7%	i
CC(NC(=O)c1ccc(Cn2cc([N+](=O)[O-])cn2)o1)c1ccccc1 (centres undefined)	-1%	0.4%	-1.1	0%	5%	2%	-6%	-1%	i
O=C(/C=C/c1cccs1)NC(=S)Nc1ccc(S(=O)(=O)Nc2ccccc2C(F)(F)F)cc1	·	3.0%	1.7	-37%	8.2µM*	?	-10%	11%	i
CCc1ccc(/C=C(\C)C(=O)c2c(C)cc(C)[nH]c2=O)cc1	·	8.0%	-3.5	-11%	8%	-13%	0%	-4%	i
CN1CCC(C(=O)N2CCCC(C(=O)c3ccc4c5c(cccc35)CC4)C2)CC1 (centres undefined)	·	-0.5%	-3.8	-9%	3%	-3%	2%	2%	i
CC(Sc1nnnn1C1CC1)C(=O)N1c2ccccc2NC(=O)C1(C)C (centres undefined)	-6%	-0.5%	-6.8	8%	1%	0%	0%	0%	i
SMILES	ATXN2 expr inh	Nrf2 ARE act	IL2 activator	HepG2 viability	Nrf2 block	TGFb inhibitor	A549 viability	EPAC2 ag	S2 tox
CC(=O)c1cc(-c2ccccc2)n(CCC(=O)NC(C)c2ccccc2)c1C (centres undefined)	·	4.3%	·	-1%	·	0%	-2%	·	·
C=CCn1c(=O)c2ccccc2n2c(SCC(=O)NCCc3ccccc3)nnc12	-7%	0.2%	1.9	-15%	?	-22%	-5%	0%	i
CCOC(=O)c1cc(NC(=O)N(CC)C2CCCCC2)c(C)nc1C	-22%	1.6%	-0.4	-3%	-17%	-8%	-2%	-8%	i
Cc1cccc(N2CCN(C(=O)NC3CCCCC3)CC2)c1C	-32%	0.5%	-0.9	-41%	?	?	-1%	4%	?
Cc1ccc(C(=O)NCCCCNC(=O)c2ccc(C)o2)o1	3%	0.0%	0.9	-1%	17%	24%	-3%	-2%	i
C=CCn1c(SCC(=O)N2CCN(c3ccccc3)CC2)nc2c([nH]c3ccccc32)c1=O	-14%	6.8%	-3.0	-1%	1%	1%	-8%	0%	?
CCOC(=O)CSc1nc2ccc(NC(=O)CSc3nnnn3Cc3ccccc3)cc2s1	1%	-0.1%	-2.1	-38%	15%	0%	-6%	7%	i
Cc1ccc(C(O)c2nccn2C)o1 (centres undefined)	20%	-0.1%	-1.6	-13%	9%	2%	0%	2%	i
Cc1c(OC(C)C(=O)O)ccc2c(-c3ccccc3)cc(=O)oc12 (centres undefined)	·	-0.4%	-0.1	-2%	8%	0%	1%	9%	i
O=c1[nH]cc(NCc2ccccc2)c(=O)[nH]1	-19%	0.2%	0.6	4%	8%	-2%	9%	12%	i
Cc1ccc([C@H]2N[C@]3(CCCN(Cc4ccccc4)C3=O)[C@H]3C(=O)N(C)C(=O)[C@@H]23)cc1	-1%	-0.4%	-1.2	15%	·	-5%	·	4%	i
CC1(C)CC(=O)C2=C(C1)OC(N)=C(C#N)C2c1ccccc1OC(=O)N1CCOCC1 (centres undefined)	-5%	-0.3%	11	6%	4%	-12%	-5%	6%	?
Cc1ccc(C(=O)N2CCCC(CCC(=O)N3CCN(c4ccccn4)CC3)C2)cn1 (centres undefined)	-9%	-0.2%	-2.4	0%	-13%	-15%	2%	-1%	i
CC(Nc1nc(-c2ccncc2)nc2ccccc12)c1ccccc1 (centres undefined)	-16%	3.4%	-3.3	-40%	-7%	?	1%	17%	i
O=C1NC(=O)/C(=C\c2ccc(OCc3ccccc3)cc2)S1	53%[activator]	0.6%	-3.0	-32%	2%	-21%	-12%	-2%	i
O=C(O)CSCC(=O)Nc1cc(C(F)(F)F)ccc1Cl	5%	0.0%	-2.3	-6%	3%	-18%	0%	4%	i
CCc1cc2ccc(C)cc2nc1SCC(=O)NC1CCCC1	13%	1.1%	-0.4	-4%	21%	11%	0%	15%	i
O=C(Nc1cc(S(=O)(=O)N2CCOCC2)ccc1Oc1ccc(F)cc1)C1=COCCO1	-4%	-0.5%	-4.5	-3%	-2%	-6%	2%	1%	i
COc1cc2sc(-c3ccccc3OC)c(-c3ccc(OCCN4CCOCC4)cc3)c2cc1OC	-19%	13%	-0.8	-16%	?	24%	-9%	11%	?
COC(=O)c1nn(-c2ccc(C)cc2)ccc1=O	·	0.1%	-0.8	2%	10%	-13%	0%	6%	i
Cc1nn2c(-c3cccnc3)ccnc2c1-c1ccccc1	·	4.5%	-3.9	0%	-26%	14%	0%	-3%	i
Cc1c(NC=C(C#N)C#N)c(=O)n(-c2ccccc2)n1C	-11%	2.4%	-5.7	-2%	?	2%	-9%	-4%	i
COCCCOc1ccnc(CS(=O)c2nc3ccccc3[nH]2)c1C (centres undefined)	19%&19%&44%	5.6%	0.9	-16%	-4%	-3%	0%	1%	i
CCOc1ccc(S(=O)(=O)N2CCCC(C(=O)NCC3CCCO3)C2)cc1Cl (centres undefined)	-12%	-0.7%	-1.6	-18%	-9%	-16%	-7%	4%	i
Cc1ccc(OCC(=O)Nc2ccccc2OCc2cc(=O)n3ccccc3n2)cc1C	·	0.9%	·	-15%	·	-10%	14%	·	·
COc1ccc2cc(C(=O)N(C)CC(=O)Nc3ccccc3Br)ccc2c1	4%	2.9%	0.4	-15%	24%	-13%	2%	4%	i
CS(=O)(=O)c1ccc2nc(NC(=O)c3cccc(NS(=O)(=O)c4ccc(F)c(F)c4)c3)sc2c1	-7%	0.7%	1.6	-26%	?	18µM*	-12%	23%	i
CCC(CC)C(=O)Nc1cc([N+](=O)[O-])ccc1Cl	-6%	0.0%	-0.5	1%	-5%	-16%	2%	-2%	i

Part of the list above, with two lines to a compound.
Order of results – ATXN2 expr inh | Nrf2 ARE act | IL2 activator | HepG2 viability | Nrf2 block | TGFb inhibitor | A549 viability | EPAC2 ag | S2 tox
> CCOc1ccc(S(=O)(=O)N2CCCC(C(=O)NCC3CCCO3)C2)cc1Cl (centres undefined)
    -12% | -0.7% | -1.6 | -18% | -9% | -16% | -7% | 4% | i
> CC1(C)CC(=O)C2=C(C1)OC(N)=C(C#N)C2c1ccccc1OC(=O)N1CCOCC1 (centres undefined)
    -5% | -0.3% | 11 | 6% | 4% | -12% | -5% | 6% | ?

Bioassay records deposited in PubChem BioAssay by National Center for Advancing Translational Sciences (NCATS).
